Screens: PubChem, Sanford-Burnham Center for Chemical Genomics
SENP8 block-1 – SENP8 protease inhibitors, primary screen, biochemical, luminescence. AID 2540, 2010. Sentrin-specific protease 8 (Homo sapiens), Q96LD8. purified SENP8, Z-RLRGG-aminoluciferin cleavage. 330,000 compounds, 1.2% hits. inhibition, % at 10 µM; in the data active = inhibition above about 50%
Target sequence (Q96LD8 whole entry, looked up): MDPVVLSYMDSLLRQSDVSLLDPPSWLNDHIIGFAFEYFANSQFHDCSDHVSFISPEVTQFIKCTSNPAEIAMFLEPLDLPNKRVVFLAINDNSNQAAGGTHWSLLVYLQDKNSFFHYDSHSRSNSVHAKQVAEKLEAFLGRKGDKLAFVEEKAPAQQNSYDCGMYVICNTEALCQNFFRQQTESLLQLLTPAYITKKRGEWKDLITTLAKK
PfG6PD inh – PfG6PD enzyme inhibitors, primary screen, biochemical, fluorescence intensity, uHTS; glucose-6-phosphate dehydrogenase-6-phosphogluconolactonase (Plasmodium falciparum 3D7); PfGluPho enzyme, NADPH resazurin-diaphorase fluorescence; inhibition, % at 20 µM; 350,000 compounds, 0.78% hits;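 active = inhibition reaching at least a set limit at 20 µM in the primary screen, cut at about 59% in these data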;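 also: 0% = DMSO wells with substrate and 100% = DMSO wells lacking glucose-6-phosphate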
NLRP3 yeast inh – NALP3 inflammasome inhibitors in reconstituted yeast, primary screen, luminescence, uHTS. Yeast reconstituted NLRP3/ASC/caspase-1, beta-gal luminescence, 24 h. inhibition, % at 10 µM. 330,000 compounds, 0.39% hits. AID 2825, 2010;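 active = inhibition of 50% or more; inactive = inhibition below 50%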;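 also: plate controls were induced DMSO wells for no effect and uninduced yeast grown without galactose for full effect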
SENP8 block-2 – human SENP8 protease inhibitors, primary screen, biochemical, fluorescence, Nedd8 protein substrate, uHTS; inhibition, % at 20 µM; 360,000 compounds, 0.64% hits; Sentrin-specific protease 8 (Homo sapiens), Q96LD8; AID 602440, 2012; recombinant SENP8; in the data active = inhibition mostly above about 40%, no sharp cut-off; inactive = mostly below about 27%
SENP7 inh – SENP7 protease inhibitors, primary screen, biochemical, luminescence, uHTS. recombinant SENP7, Z-RLRGG-aminoluciferin luminescence, 40 min. inhibition, % at 5 µM. 330,000 compounds, 1.5% hits;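 active = inhibition above about 50% at the single test dose, limit read from the data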;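 also: plate controls were DMSO with enzyme for no effect and no enzyme buffer wells for full effect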
Target sequence (Q9BQF6 706-1050 limits assumed): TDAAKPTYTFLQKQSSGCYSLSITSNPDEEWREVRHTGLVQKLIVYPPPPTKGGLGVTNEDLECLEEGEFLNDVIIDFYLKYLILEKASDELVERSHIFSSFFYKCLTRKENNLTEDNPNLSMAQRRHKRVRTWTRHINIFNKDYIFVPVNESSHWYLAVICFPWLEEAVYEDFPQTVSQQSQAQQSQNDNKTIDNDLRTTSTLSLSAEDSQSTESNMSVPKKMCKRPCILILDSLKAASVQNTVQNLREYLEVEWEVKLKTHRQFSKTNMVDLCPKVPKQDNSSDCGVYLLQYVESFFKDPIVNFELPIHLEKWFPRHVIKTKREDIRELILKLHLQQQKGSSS
SENP6 block – SENP6 protease inhibitors, primary screen, biochemical, luminescence, uHTS; Sentrin-specific protease 6 (Homo sapiens), Q9GZR1; Recombinant SENP6 catalytic domain, aminoluciferin luminescence; inhibition, % at 10 µM; 330,000 compounds, 1.8% hits; AID 2599, 2010;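 active = inhibition above about 50% at the single tested dose, limit read from the data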;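 also: plate controls were DMSO wells with enzyme for no effect and DMSO wells lacking enzyme for full effect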
Apaf1 inhib – inhibitors of human Apaf-1 apoptosome, primary screen, biochemical, DEVD-Rh110 fluorescence, uHTS; Apoptotic protease-activating factor 1 (Homo sapiens), O14727; reconstituted apoptosome caspase-3 activity; inhibition, % at 20 µM; 330,000 compounds, 0.71% hits; active = inhibition of at least 40% at 20 µM;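 also: plate controls were DMSO wells for no effect and DEVD-CHO caspase inhibitor wells for full effect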
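System: Apoptosome proteins | Medium: Hepes pH 7.5 with detergent and BSA | Also added: Cytochrome c trigger plus (Z-DEVD)2-Rh110 caspase-3 substrate | Incubation: 30 min compound preincubation, 50 min activation, room temperature | Detection: Rhodamine 110 fluorescence at Ex 480/Em 540 nm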
HKDC1 inhibitor – HKDC1 hexokinase inhibitors, primary screen, biochemical, fluorescence, uHTS; recombinant HKDC1, G6PDH/diaphorase resazurin coupled fluorescence; 340,000 compounds, 0.16% hits; AID 493160, 2011; inhibition, % at 20 µM; Q2TB90;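 active = inhibition above about 35% when tested at 20 µM, limit read from the data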;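 also: plate controls were DMSO wells with enzyme for no effect and DMSO wells lacking enzyme for full effect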
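test system = in-house recombinant HK5 (HKDC1) enzyme | amount = HKDC1 at 5 µg/mL | control set = DMSO-enzyme wells negative, buffer-substituted wells positive | compound = one dose of 20 µM, 1% DMSO | schedule = reaction time 90 min, room temperature, protected from light | technique = resorufin fluorescence at 613 nm | reagent = glucose with 1 mM ATP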
SENP1 inh – human SENP1 catalytic domain inhibitors, primary screen, biochemical, FRET, uHTS; recombinant SENP1 catalytic domain, CyPet-SUMO1-YPet FRET cleavage; 360,000 compounds, 0.21% hits; inhibition, % at 10 µM; Sentrin-specific protease 1 (Homo sapiens), Q9P0U3; AID 624204, 2012;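 active = inhibition at least 30% at 10 µM, raw YFP signal under a set limit, fluorescence ratio 0.5 to 1.5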;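 also: 0% = enzyme with DMSO and 100% = no enzyme wells; some results filed as inactive read as strong as hits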
Target sequence (Q9P0U3 419-644 limits assumed): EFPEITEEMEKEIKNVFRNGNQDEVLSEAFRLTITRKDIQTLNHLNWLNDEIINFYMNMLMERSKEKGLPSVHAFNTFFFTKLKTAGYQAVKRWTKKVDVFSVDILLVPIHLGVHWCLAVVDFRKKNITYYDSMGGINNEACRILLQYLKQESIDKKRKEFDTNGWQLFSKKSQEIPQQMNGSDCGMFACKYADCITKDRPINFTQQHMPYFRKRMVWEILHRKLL
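Test system: recombinant human SENP1 catalytic domain, His6-tagged / Medium: pH 8 Tris buffer with EDTA, NaCl, BME, BSA, NP40, catalase / Also added: SUMO1 FRET substrate flanked by Cypet and Ypet, 25 nM / Times: 50 min reaction at room temperature / Signal: FRET, CFP and YFP emission / Control set: no-enzyme low control and enzyme-plus-DMSO high control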
The depositor's hits bear a star.

SMILES	SENP8 block-1	PfG6PD inh	NLRP3 yeast inh	SENP8 block-2	SENP7 inh	SENP6 block	Apaf1 inhib	HKDC1 inhibitor	SENP1 inh
COC(=O)CCC(=O)OC1(C)C(=O)C2=CN(CCc3c[nH]c4ccccc34)C(c3ccc(OC)cc3)=CC2=C(Br)C1=O (stereo unspecified)	9	53	14	-110	5	10	6	28	-36
O=C(CN1C(=O)NC2(CCCC2)C1=O)Nc1ccc(F)c(F)c1F	1	9	-3	10	0	-14	-2	-8	2
COc1ccc(C2=NN3C(=O)c4c(ccc(OC)c4OC)C3C2)cc1 (stereo unspecified)	0	3	23	-48	11	-11	14	-5	2
COc1cc(NC(=O)c2cccnc2SC)cc(OC)c1OC	1	-13	5	3	-7	-11	-6	-10	-1
COC(C(=O)Nc1ccc(F)cc1F)c1ccccc1 (stereo unspecified)	6	-11	0	14	-2	0	1	-4	2
Nc1ncnc2nc(Sc3ccc(Cl)cc3)[nH]c12	7	7	9	3	8	-17	-3	-2	-1
O=C(O)CCC(=O)Nc1ccc(S(=O)(=O)Nc2nccs2)cc1	4	-22	23	-2	3	-8	-6	2	2
COC(=O)COc1cccc2c(=O)n(CC(=O)Nc3ccc4c(c3)OCCO4)ccc12	-1	-10	15	-70	0	0	7	-3	0
COc1ccccc1-c1nnn(CC#N)n1	4	-15	12	15	-3	-3	0	-10	4
O=C(O)CCCNS(=O)(=O)c1cccs1	1	-23	16	23	0	5	-11	-7	1
COc1ccc(Cl)cc1NC(=O)C[n+]1cccc(C)c1	4	12	-1	25	-4	-36	10	-3	3
O=[N+]([O-])c1ccn(-c2nc(-c3ccccc3)cc(C(F)(F)F)n2)n1	-5	-11	3	5	6	-20	-1	-3	4
Cc1ccsc1C(=O)N1CCN(C(=O)c2ccco2)CC1	-1	4	22	4	-5	-8	-9	-6	-2
CN(C)c1ccc(N/C=C/C(=O)c2ccccc2)cc1	95*	12	20	28	102*	96*	3	-7	68
CCC/C(O)=C1\C(=O)CC(C)(C)CC1=NCCO	-6	5	12	17	0	-15	5	-4	2
COC(=O)C1(C(C[N+](=O)[O-])c2ccc(C)cc2)C(=O)NCC1c1ccco1 (stereo unspecified)	-7	-2	16	12	11	-9	1	1	0
Cc1ccc(NC(=O)c2nc3nccc(C)n3n2)cc1S(=O)(=O)N1CCCCC1	5	-13	5	16	2	2	1	-3	1
COc1cc(/C=N/NC(=O)c2ccc(-n3cccc3)cc2)ccc1O	-11	13	-45	-260	-8	-6	7	-4	4
O=C(OCc1nnc(-c2ccccc2)o1)c1ccc([N+](=O)[O-])o1	1	9	3	26	0	2	29	0	-1
CN(Cc1ccccc1)c1ncc(C=O)s1	11	-11	15	18	-5	4	-14	-2	-1
CCOc1cc(C(=O)NCC(C)CN(C)C)cc(OCC)c1OCC (stereo unspecified)	-10	-19	8	12	4	-39	6	-3	2
CCOC(=O)C1CCCN(Cc2c(Cl)cccc2Cl)C1 (stereo unspecified)	-5	-16	22	11	-7	-14	0	-4	2
COC(=O)c1sccc1NC(=S)N1CCCC(C)C1 (stereo unspecified)	-1	-15	33	20	-2	-13	5	-1	-1
O=C1c2cccc3cccc(c23)C(=O)N1CCCCCc1n[nH]c(=S)o1	10	10	24	-29	8	20	-4	-7	1
Cc1ccc(C)c(S(=O)(=O)N2CCN(C(=O)[C@H](Cc3ccccc3)NC(=O)c3ccco3)CC2)c1	-7	1	19	3	-10	-9	10	-8	5
CC(C)COc1ccc(C(=O)Nc2ccc([N+](=O)[O-])cc2)cc1	-2	-14	14	21	-9	-6	5	0	-1
O=C(CN1CCN(Cc2ccc(Cl)cc2)C1=O)NCCCN1CCN(c2ccc(F)cc2)CC1	5	4	9	16	-10	3	2	5	-2
O=C(c1cccc([N+](=O)[O-])c1)c1ccc2c(c1)OCCOCCOCCOCCO2	-4	3	1	17	-3	-4	-1	5	2
CCC(=O)Nc1nc2ccccc2n1CCN(C)C	2	-11	0	10	1	-12	-1	-4	1
CC(C)=C1C2CCC1C1C(=O)N(NC(=O)c3ccco3)C(=O)C21 (stereo unspecified)	4	-12	7	9	1	4	-8	-6	5
CC(c1ccccc1F)n1cc(C(=O)NCCCc2nc3ccccc3[nH]2)nn1 (stereo unspecified)	4	6	16	7	3	-11	5	-7	3
C/C(=N\OC(=O)c1ccc(F)cc1)c1nccs1	35	0	11	9	84*	74*	7	-4	4
C/C(=C1/SC(N2CC(C)OC(C)C2)=NC1=O)c1ccccc1 (stereo unspecified)	3	-6	8	25	0	1	7	4	1
CCOC(=O)c1c(C)[nH]c(C(=O)COC(=O)/C=C/c2ccc(O)c(OC)c2)c1C	5	2	14	-273	7	12	-1	-5	-45
CCOC(=O)c1sc(NC(=O)c2cc(-c3ccccc3C)nc3ccccc23)c(C#N)c1C	4	44	18	39	1	-6	13	-4	20
CCN1C=C(Cc2ccc(F)cc2)C2=C(C1)C(c1ccc(F)cc1)C(C#N)=C(N)O2 (stereo unspecified)	3	7	18	-57	5	6	16	-3	-61
COc1ccc(CNC(=O)C(CC(C)C)NC(=O)c2ccccc2C)cc1 (stereo unspecified)	-1	-8	15	12	-6	-21	8	6	-2
Cc1cccc(/C(N)=N/OC(=O)N2c3ccccc3Sc3ccccc32)c1	2	14	46	-24	-2	1	17	10	2
CC(NC(=O)c1cc2cc(Cl)ccc2oc1=N)c1ccccc1 (stereo unspecified)	-7	19	14	-13	11	-10	24	7	-2
COc1ccc(/C=N/Nc2cc(C)nc3ccccc23)cc1	-18	23	21	-300	-8	-14	38	4	-48
CCOC(=O)C1CCCN(C(=O)c2sc3nc(C)nc(N(CC)CC)c3c2C)C1 (stereo unspecified)	1	-5	9	-2	0	18	-19	-8	-1
COc1ccc(OC)c(CCNC(=O)Cn2cccc2C(=O)c2ccccc2C)c1	-4	1	-6	-4	-2	3	8	3	3
COc1cc(C(=O)Nc2ccc3c(c2)N(C(=O)CN2CCN(C)CC2)c2ccccc2CC3)cc(OC)c1OC	-5	-3	1	4	-9	-14	11	-2	-2
COc1ccc(NC(=O)c2ccc3c(=O)n(-c4ccc(OC)cc4OC)c(=S)[nH]c3c2)cc1	0	21	13	14	13	-9	13	5	2
CNC(=O)CSc1nnc(CCc2ccccc2)n1-c1ccccc1	7	-4	10	-19	5	1	-29	-9	-1
COC(=O)c1ccccc1Nc1cc(C)nc2nc(C)nn12	-3	0	20	-3	12	-7	-2	5	0
CCc1ccc(C(=O)NNC(=O)Cn2c(=O)cnc3ccccc32)cc1	-3	-9	12	9	3	13	-3	-6	-1
CC(NS(=O)(=O)c1ccc(OCC(=O)NCc2cccnc2)cc1)c1ccccc1 (stereo unspecified)	5	-17	9	1	1	-16	-8	-8	1
CC(=O)c1c(C(C)=O)c(C)n(-c2ccc(N)cc2)c1C	0	-8	3	18	3	-6	-5	-3	2
Cn1cccc1CC(=O)N/N=C/c1cccc([N+](=O)[O-])c1	-4	-2	-25	18	-4	-1	15	0	1
Cc1ccc(S(=O)(=O)N(C)c2ccc(C(=O)N3CCC(C(N)=O)CC3)cc2)cc1	10	-1	0	19	4	-11	1	-2	0
Cc1cc(C)c2c3c(sc2n1)C1(CCSCC1)C(C#N)=C(N)O3	-2	15	4	12	-4	-8	4	0	-2
CCCNC(=O)CN(Cc1ccco1)S(=O)(=O)c1ccc(OCC)cc1	-10	3	2	4	-3	-9	-22	-13	2
Nc1nc2n(n1)C(c1c(F)cccc1Cl)CC(c1ccc(F)cc1)N2 (stereo unspecified)	-8	11	0	-54	8	-10	0	-2	-8
Cc1ccc(NC(=O)N2CCC(NC(=O)C(C)(C)C)CC2)cc1	0	-6	0	23	0	-10	3	-1	1
Cc1cc2c(cc1S(=O)(=O)N1CCN(c3cccc(C)c3C)CC1)OCC(=O)N2	1	14	7	9	6	9	24	1	2
O=C(N/C(=C/c1ccc(Br)cc1)C(=O)N1CCOCC1)c1ccc(Br)o1	1	11	8	2	-4	11	-1	-5	-4
NC(=O)CC(NC(=O)c1ccccc1)c1ccc(NC2CCCCCCC2)c([N+](=O)[O-])c1 (stereo unspecified)	-3	17	7	34	0	-5	36	8	3
Cn1c(N)c(C(=O)COC(=O)c2cccc(S(=O)(=O)NCc3ccccc3)c2)c(=O)n(C)c1=O	-3	8	7	6	-8	-2	4	1	-1
CC1CCCC(NC(=O)NC(=O)CCl)C1C (stereo unspecified)	-3	-5	-23	6	9	-1	-30	8	4

Arranged by the number under SENP1 inh (descending): some entries from above
mol	SENP1 inh
CCCNC(=O)CN(Cc1ccco1)S(=O)(=O)c1ccc(OCC)cc1	2
Cn1cccc1CC(=O)N/N=C/c1cccc([N+](=O)[O-])c1	1
Cn1c(N)c(C(=O)COC(=O)c2cccc(S(=O)(=O)NCc3ccccc3)c2)c(=O)n(C)c1=O	-1
Cc1cc(C)c2c3c(sc2n1)C1(CCSCC1)C(C#N)=C(N)O3	-2
O=C(N/C(=C/c1ccc(Br)cc1)C(=O)N1CCOCC1)c1ccc(Br)o1	-4
Nc1nc2n(n1)C(c1c(F)cccc1Cl)CC(c1ccc(F)cc1)N2 (stereo unspecified)	-8

Carrying on:
SMILES	SENP8 block-1	PfG6PD inh	NLRP3 yeast inh	SENP8 block-2	SENP7 inh	SENP6 block	Apaf1 inhib	HKDC1 inhibitor	SENP1 inh
Clc1ccccc1OCc1nnc(-c2ccccc2Br)o1	5	11	7	-4	7	33	23	-4	-9
Cc1cc(=O)[nH]c(/N=C(\N)Nc2cccc3ccccc23)n1	4	24	6	26	3	-6	-6	-2	-2
CCC(=O)NCc1ccc2[nH]c(C)cc2c1	-9	9	26	-24	-5	-1	14	1	-20
C[n+]1cccc(C(=O)Nc2ccccc2)c1	4	5	6	14	-2	-1	-9	-5	0
Cc1cc(C(=O)NC2=NCCS2)cs1	0	0	-5	8	-3	-11	-4	-14	0
COc1ccc(C(CC(=O)O)NC(=O)c2ccccc2[N+](=O)[O-])cc1 (stereo unspecified)	2	-9	-1	16	-1	-12	-4	-3	1

One compound at a time, from the list above:
COC(C(=O)Nc1ccc(F)cc1F)c1ccccc1 (stereo unspecified) reads SENP8 block-1 = 6; PfG6PD inh = -11; NLRP3 yeast inh = 0; SENP8 block-2 = 14; SENP7 inh = -2; SENP6 block = 0; Apaf1 inhib = 1; HKDC1 inhibitor = -4; SENP1 inh = 2
O=C(O)CCCNS(=O)(=O)c1cccs1 reads SENP8 block-1 = 1; PfG6PD inh = -23; NLRP3 yeast inh = 16; SENP8 block-2 = 23; SENP7 inh = 0; SENP6 block = 5; Apaf1 inhib = -11; HKDC1 inhibitor = -7; SENP1 inh = 1
